Assay outcomes (PubChem)
Mtb BioA inh = BioA (M. tuberculosis) enzyme inhibition | purified M. tuberculosis BioA enzyme, plate reader | 360,000 tested, 0.096% active | inhibition, % at 9.99 µM; in the data active = inhibition above about 40%
Numbers without * were called inactive. Some of the compounds tested, so the mix of outcomes need not match the whole.

SMILES	Mtb BioA inh
O=C(C[C@H]1CC[C@@H]2[C@H](COC[C@@H](O)CN2S(=O)(=O)c2ccccc2)O1)NCc1ccc2c(c1)OCO2	-1.2
COCC(=O)N1[C@H](CO)[C@H](c2ccccc2)[C@H]1CNC(=O)c1ccccn1	-0.5
O=C(C[C@@H]1C=C[C@@H](NS(=O)(=O)c2cccc(F)c2)[C@H](CO)O1)NCc1ccc2c(c1)OCO2	-1.6
COc1ccc(NC(=O)N(C)C[C@@H]2Oc3ccc(NC(=O)Cc4cn(C)c5ccccc45)cc3CC(=O)N([C@@H](C)CO)C[C@@H]2C)cc1	-1.1
C[C@H](O)C#Cc1cnc2c(c1)C(=O)N([C@H](C)CO)C[C@@H](C)[C@@H](CN(C)Cc1cncnc1)O2	8.0
Cc1noc(C)c1S(=O)(=O)N(C)C[C@H]1Oc2ccc(NS(=O)(=O)c3ccc(Cl)cc3)cc2CC(=O)N([C@H](C)CO)C[C@@H]1C	3.6
CS(=O)(=O)N1C[C@@H](O)COC[C@@H]2O[C@H](CC(=O)NC3Cc4ccccc4C3)CC[C@H]21	0.4
O=C(Nc1ccccc1F)N1C[C@H]2[C@@H](c3ccccc31)[C@@H](CO)N2C(=O)C1CCCC1	2.6
COc1cccc(S(=O)(=O)N2CC[C@@H]3[C@@H](CO)Nc4ccc(-c5ccccc5OC)cc4[C@@H]32)c1	-1.5
COc1ccc(S(=O)(=O)Nc2ccc3c(c2)C(=O)N([C@@H](C)CO)C[C@@H](C)[C@H](CN(C)Cc2ccccc2)OCCCC[C@H](C)O3)cc1	7.1
C[C@@H]1CN([C@@H](C)CO)C(=O)c2cc(NC(=O)CCC(F)(F)F)ccc2O[C@@H](C)CCCCO[C@H]1CN(C)C(=O)Nc1ccc(C(F)(F)F)cc1	1.5
Cc1ccc(S(=O)(=O)N(C)C[C@H]2Oc3c(NC(=O)C4CCOCC4)cccc3C(=O)N([C@H](C)CO)C[C@H]2C)cc1	-2.2
C[C@@H]1CCCCO[C@@H](CN(C)S(=O)(=O)c2cn(C)cn2)[C@H](C)CN([C@H](C)CO)C(=O)c2cc(NS(=O)(=O)c3ccccc3)ccc2O1	1.5
COCC(=O)N1C[C@H](C)[C@@H](OC)CN(C)C(=O)c2cc(NC(=O)C3CCC3)ccc2OC[C@H]1C	-0.3
CC(C)NC(=O)Nc1ccc2c(c1)C(=O)N([C@@H](C)CO)C[C@@H](C)[C@H](CN(C)S(=O)(=O)c1ccc(F)cc1)OCCCC[C@@H](C)O2	0.9
C[C@H]1CN([C@@H](C)CO)C(=O)c2cc(NC(=O)Nc3ccccc3)ccc2O[C@@H]1CN(C)Cc1ccc(C(=O)O)cc1	1.0
C[C@@H]1CCCCO[C@@H](CN(C)S(=O)(=O)c2ccccc2)[C@@H](C)CN([C@@H](C)CO)C(=O)c2cc(NC(=O)Nc3ccc(F)cc3)ccc2O1	4.5
C[C@H]1CN([C@@H](C)CO)C(=O)c2cc(-c3cccnc3)cnc2O[C@H]1CN(C)C(=O)c1ccccc1F	-2.0
COCC#Cc1ccc2c(c1)O[C@H](CN(C)Cc1ccc(F)cc1)[C@H](C)CN([C@@H](C)CO)S2(=O)=O	3.8
Cc1cc(C(=O)Nc2ccc3c(c2)C(=O)N(C)[C@@H]2CC[C@@H](CC(=O)O)O[C@@H]2CO3)no1	-1.7
COCCNC(=O)C[C@H]1CC[C@@H]2[C@H](COC[C@@H](O)CN2Cc2cccc(-c3ccncc3)c2)O1	-3.3
CN(C)CC#Cc1ccc([C@@H]2[C@H](CO)N3CCCCN(C(=O)Nc4cc(F)ccc4F)C[C@@H]23)cc1	1.7
COCC#Cc1cnc2c(c1)C(=O)N([C@@H](C)CO)C[C@@H](C)[C@@H](CN(C)S(=O)(=O)c1cn(C)cn1)O2	-2.2
COc1ccc(CN(C)C[C@H]2OCCCC[C@@H](C)Oc3ccc(NS(=O)(=O)c4ccc(C)cc4)cc3C(=O)N([C@@H](C)CO)C[C@@H]2C)cc1	-1.5

Reformatted with bars between the fields: three of the compounds above
Structure | Mtb BioA inh
Cc1cc(C(=O)Nc2ccc3c(c2)C(=O)N(C)[C@@H]2CC[C@@H](CC(=O)O)O[C@@H]2CO3)no1 | -1.7
COCCNC(=O)C[C@H]1CC[C@@H]2[C@H](COC[C@@H](O)CN2Cc2cccc(-c3ccncc3)c2)O1 | -3.3
CN(C)CC#Cc1ccc([C@@H]2[C@H](CO)N3CCCCN(C(=O)Nc4cc(F)ccc4F)C[C@@H]23)cc1 | 1.7

Additional entries
SMILES	Mtb BioA inh
Cc1ccc(S(=O)(=O)Nc2ccc3c(c2)CC(=O)N([C@@H](C)CO)C[C@H](C)[C@@H](CN(C)C(=O)Nc2cccc4ccccc24)O3)cc1	-5.3
Cc1ccc(S(=O)(=O)N2C[C@H](O)COC[C@H]3O[C@H](CC(=O)N[C@@H]4CCN(Cc5ccccc5)C4)CC[C@@H]32)cc1	0.0
COc1ccc(NC(=O)Nc2ccc3c(c2)C(=O)N([C@H](C)CO)C[C@H](C)[C@@H](CN(C)C(=O)Nc2cccc4ccccc24)OCCCC[C@H](C)O3)cc1	-2.0
COc1ccccc1S(=O)(=O)N(C)C[C@@H]1Oc2cc(/C=C/c3ccccc3)ccc2S(=O)(=O)N([C@@H](C)CO)C[C@H]1C	0.1
O=C(NCC[C@@H]1CC[C@@H](NC(=O)c2ccc3c(c2)OCO3)[C@H](CO)O1)Nc1cc(F)ccc1F	0.9
C[C@H]1CN([C@@H](C)CO)C(=O)Cc2cc(NC(=O)NC3CCCCC3)ccc2O[C@@H]1CN(C)S(=O)(=O)c1cn(C)cn1	-6.0
C[C@@H]1CN([C@H](C)CO)C(=O)c2cc(NS(=O)(=O)c3ccccc3)ccc2O[C@@H](C)CCCCO[C@@H]1CN(C)C(=O)c1ccncc1	-1.2
C[C@H]1CN([C@@H](C)CO)C(=O)c2cccc(NS(=O)(=O)c3cn(C)cn3)c2O[C@@H]1CN(C)C(=O)Nc1ccccc1	0.3
CCCNC(=O)N1C[C@@H](C)[C@@H](OC)CN(C)C(=O)c2cc(NS(=O)(=O)CC)ccc2OC[C@H]1C	-0.1
CN(C)CC#Cc1ccc([C@H]2[C@H]3CN(C(=O)NC4CCCC4)CCCCN3[C@H]2CO)cc1	2.9
CC(C)CC#Cc1ccc2c(c1)O[C@H](CN(C)C(=O)NC1CCCC1)[C@@H](C)CN([C@H](C)CO)S2(=O)=O	0.2
C[C@H]1CN([C@@H](C)CO)C(=O)CCCn2nncc2CO[C@@H]1CN(C)S(=O)(=O)c1ccc(Cl)cc1	-1.8
O=C(c1ccncc1)N1C[C@H]2[C@@H](c3ccccc31)[C@@H](CO)N2Cc1ccc(F)cc1	-0.2
C[C@@H]1CN([C@H](C)CO)C(=O)Cc2cc(NC(=O)Nc3cccc4ccccc34)ccc2O[C@H]1CN(C)C(=O)Nc1ccc(C(F)(F)F)cc1	-1.3
COc1cccc(NC(=O)N(C)C[C@H]2Oc3ncc(/C=C/c4ccccc4)cc3C(=O)N([C@H](C)CO)C[C@@H]2C)c1	0.2
Cc1noc(C)c1S(=O)(=O)Nc1ccc2c(c1)C(=O)N([C@@H](C)CO)C[C@@H](C)[C@@H](CN(C)S(=O)(=O)c1ccc(Cl)cc1)OCCCC[C@@H](C)O2	-3.1
OC[C@H]1[C@@H](c2ccc(/C=C/c3ccccc3)cc2)[C@@H]2CN(Cc3cccnc3)CCCCN12	-5.9
O=C(C1CCCCC1)N1C[C@H]2[C@@H](c3ccccc31)[C@H](CO)N2C(=O)c1ccccc1F	5.0
C[C@@H]1CN([C@H](C)CO)C(=O)c2cc(NS(=O)(=O)c3ccc(F)cc3)ccc2O[C@H]1CN(C)C(=O)Nc1ccccc1	0.8
O=C(C[C@H]1C[C@H]2c3cc(NS(=O)(=O)c4ccc(F)cc4)ccc3O[C@H]2[C@@H](CO)O1)N1CCCCC1	2.9
CO[C@@H]1CC[C@@H]2CCN(C)C(=O)[C@@H](C)N(C)C(=O)c3cc(C#N)ccc3OC[C@@H]1O2	-1.7
CC(=O)N(C)C[C@@H]1Oc2cc(-c3cncnc3)ccc2S(=O)(=O)N([C@H](C)CO)C[C@H]1C	-0.1
C[C@H](CO)N1C[C@H](C)[C@H](CN(C)S(C)(=O)=O)Oc2ccc(NS(=O)(=O)c3cccs3)cc2CC1=O	0.7
CC(C)NC(=O)N(C)C[C@H]1Oc2ccc(NC(=O)NC3CCCCC3)cc2CC(=O)N([C@H](C)CO)C[C@H]1C	-1.0
O=C(C[C@@H]1C[C@H]2c3cc(NS(=O)(=O)c4ccccc4)ccc3O[C@H]2[C@@H](CO)O1)N1CCCCC1	0.8
CCNC(=O)C[C@@H]1CC[C@H]2[C@@H](COC[C@H](O)CN2C(=O)C2CCOCC2)O1	-5.2
C[C@@H]1CCCCO[C@H](CN(C)C(=O)CCCN(C)C)[C@H](C)CN([C@@H](C)CO)C(=O)c2cc(NS(=O)(=O)c3cn(C)cn3)ccc2O1	0.6
COc1ccc(NC(=O)N(C)C[C@@H]2OCCCC[C@H](C)Oc3ccc(NC(=O)C4CCCCC4)cc3C(=O)N([C@@H](C)CO)C[C@@H]2C)cc1	-1.3
C[C@H](CO)N1C[C@H](C)[C@@H](CN(C)Cc2cccc(F)c2)OCc2ccccc2-c2ccccc2C1=O	3.0
COc1cccc(-c2ccc3c(c2)O[C@@H](CN(C)Cc2cncnc2)[C@H](C)CN([C@H](C)CO)S3(=O)=O)c1	5.2
C[C@@H]1CCCCO[C@@H](CN(C)S(=O)(=O)c2ccc(Cl)cc2)[C@@H](C)CN([C@H](C)CO)C(=O)c2cc(NC(=O)c3ccncc3)ccc2O1	-1.3
COCC#Cc1ccc([C@@H]2[C@H](C#N)N(C(=O)c3cccnc3)[C@H]2CO)cc1	-1.1
O=C(NCC[C@@H]1CC[C@@H](NS(=O)(=O)Cc2ccccc2)[C@H](CO)O1)C1CCOCC1	2.2
O=C(O)C[C@@H]1CC[C@H]2NC[C@H](O)COC[C@@H]2O1	-1.5
O=C(N[C@@H]1CC[C@@H](CCn2cc(-c3ccccc3F)nn2)O[C@@H]1CO)c1ccc2c(c1)OCO2	-2.6
O=C(C[C@H]1C=C[C@H](NC(=O)Nc2cccc(F)c2)[C@@H](CO)O1)NCC1CC1	3.2
O=C(C[C@@H]1CC[C@H]2[C@@H](COC[C@H](O)CN2Cc2ccccc2F)O1)N[C@H]1CCN(Cc2ccccc2)C1	0.0
COc1ccc(CN(C)C[C@@H]2Oc3c(NC(=O)c4ccncc4)cccc3C(=O)N([C@@H](C)CO)C[C@H]2C)cc1	-0.5
O=C(N[C@@H]1C=C[C@@H](CC(=O)N2CCOCC2)O[C@@H]1CO)c1ccccn1	1.2
C[C@H](O)C#Cc1ccc([C@@H]2[C@H]3CN(S(=O)(=O)Cc4ccccc4)CCCCN3[C@H]2CO)cc1	-2.6
N#C[C@H]1[C@H](c2ccc(C3=CCCCC3)cc2)[C@@H](CO)N1C(=O)c1cccc(F)c1	0.4
Cc1noc(C)c1NC(=O)Nc1ccc2c(c1)CC(=O)N([C@H](C)CO)C[C@@H](C)[C@H](CN(C)S(=O)(=O)c1cccs1)O2	11
O=C(N[C@H]1CC[C@@H](CC(=O)N2CCOCC2)O[C@H]1CO)c1cccc(F)c1	0.4
Cc1ccc(-c2ccc3c(c2)O[C@@H](CN(C)C(=O)CN(C)C)[C@@H](C)CN([C@H](C)CO)S3(=O)=O)cc1	-0.5
O=C(Nc1ccc2c(c1)[C@H]1C[C@H](CC(=O)N3CCCCC3)O[C@@H](CO)[C@H]1O2)C1CCOCC1	-4.3
CO[C@@H]1CN(C)C(=O)c2ccc(NC(C)=O)cc2OC[C@@H](C)N(C(=O)CN(C)C)C[C@@H]1C	-7.8
Cc1noc(C)c1NC(=O)Nc1cccc2c1O[C@H](CN(C)C(=O)Nc1ccc(F)cc1)[C@@H](C)CN([C@@H](C)CO)C2=O	0.6
CCC(=O)NC[C@@H]1[C@H](c2ccc(-c3cccc(F)c3)cc2)[C@H](CO)N1C(=O)CC	1.0
CO[C@H]1CC[C@@H]2CCOc3ccc(C#N)cc3C(=O)N(C)C[C@@H](OC)[C@H](C)C(=O)N(C)C[C@H]1O2	-0.2
CNC[C@H]1Oc2c(NC(=O)c3ccncc3)cccc2C(=O)N([C@H](C)CO)C[C@@H]1C	-1.0
CO[C@H](CN(C)Cc1ccc(-c2ccccn2)cc1)[C@H](C)CN(C(=O)Nc1ccc(F)cc1)[C@H](C)CO	-1.2
O=C(C[C@@H]1CC[C@H]2[C@@H](COC[C@H](O)CN2Cc2ccc(Oc3ccccc3)cc2)O1)Nc1nccs1	-1.8
CS(=O)(=O)Nc1ccc2c(c1)[C@@H]1C[C@H](CC(=O)NCC(F)(F)F)O[C@H](CO)[C@@H]1O2	-0.7
C[C@H]1CN([C@@H](C)CO)S(=O)(=O)c2ccc(-c3cccc(C#N)c3)cc2O[C@@H]1CN(C)Cc1ccccn1	0.2
COc1ccc(-c2cnc3c(c2)C(=O)N([C@H](C)CO)C[C@H](C)[C@H](CN(C)C(=O)Nc2ccc4c(c2)OCO4)O3)cc1	-4.4
Cc1noc(C)c1NC(=O)N(C)C[C@@H]1Oc2ccc(NC(=O)Nc3ccc(C(F)(F)F)cc3)cc2C(=O)N([C@H](C)CO)C[C@@H]1C	-2.4

Pulled by compound from the entries so far, six records:
SMILES	Mtb BioA inh
COc1ccc(-c2cnc3c(c2)C(=O)N([C@H](C)CO)C[C@H](C)[C@H](CN(C)C(=O)Nc2ccc4c(c2)OCO4)O3)cc1	-4.4
CS(=O)(=O)Nc1ccc2c(c1)[C@@H]1C[C@H](CC(=O)NCC(F)(F)F)O[C@H](CO)[C@@H]1O2	-0.7
Cc1noc(C)c1NC(=O)N(C)C[C@@H]1Oc2ccc(NC(=O)Nc3ccc(C(F)(F)F)cc3)cc2C(=O)N([C@H](C)CO)C[C@@H]1C	-2.4
CNC[C@H]1Oc2c(NC(=O)c3ccncc3)cccc2C(=O)N([C@H](C)CO)C[C@@H]1C	-1.0
C[C@H]1CN([C@@H](C)CO)S(=O)(=O)c2ccc(-c3cccc(C#N)c3)cc2O[C@@H]1CN(C)Cc1ccccn1	0.2
O=C(C[C@@H]1CC[C@H]2[C@@H](COC[C@H](O)CN2Cc2ccc(Oc3ccccc3)cc2)O1)Nc1nccs1	-1.8
